# Compound activity: PubChem, several laboratories
# Ins promoter up: insulin promoter activators in MIN6 cells, imaging, high-content screening, mouse beta cells. MIN6 insulin promoter-GFP reporter; hits give high values. z-score at 5 µM. hit rate 0.3% among 190,000. AID 1625, 2009;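 active means z-score above 3 at 5 µM with at least 500 cells counted in the well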
# bCat nuc transl: modulators of beta-catenin nuclear translocation, primary screen, imaging, HeLa cells, immunofluorescence, high-content | hit rate 0.3% among 190,000 | nuclear translocation activity, % at 5 µM;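 active means nuclear translocation activity above 50% at 5 µM, with a well cell count of 50 or more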;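 further: per-cell ratio of nuclear to cytoplasmic median beta-catenin stain intensity; plate controls were DMSO negative control for no effect and GSK-3 inhibitor IX positive control for full effect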
#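 Signal – beta-catenin immunofluorescence imaging with DAPI · Test system – human HeLa cell line · Dosing – 5 µM primary single dose, 0.1% DMSO, 0.02–20 µM confirmation series · Measure – % activation, nuclear-to-cytoplasmic median beta-catenin signal ratio per cell · Incubation – 24 h compound exposure at 37°C, 5% CO2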
# HIV peptide binding: inhibitors of HIV fusion peptide binding, primary screen, biochemical, uHTS, fluorescence dequenching (AID 1986). cell-free peptide binding, fluorescence dequenching, 30 min; higher % means a stronger effect. inhibition, % at 20 µM, or IC50 in µM where a hit was titrated. hit rate 0.3% among 290,000; in the data active means inhibition mostly above about 52%, no sharp cut-off; inactive means mostly below about 76%; further: some results filed as inactive read as strong as hits
# Dynein transport: inhibitors of GR-EGFP nuclear translocation, primary screen, dynein cargo transport inhibitor project, imaging, high-content, 3617.4 mouse cells; test concentration mostly 20 µM; stimulated with dexamethasone, 1 µM; hits give low values; hit rate 0.47% among 220,000; z-score, hits read low;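 active means plate z-score of nuclear minus cytoplasmic receptor signal below a set negative limit, without overly bright fluorescence or cell loss, cut at about -3.5 in these data, passing the limit was not always enough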;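 further: z-score of nuclear minus cytoplasmic ring GR-EGFP intensity difference per well; some compounds called inactive have numbers as strong as hits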
#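 Medium: Induction medium lacking tetracycline, stripped serum | Probe or stimulus: 1.0 µM final dexamethasone stimulus | Schedule: 48 h induction, then 1 h compound, then 30 min agonist, 37 °C | Signal: Automated 10x imaging of fixed Hoechst-stained cells | Evaluation: Per-cell GR-EGFP intensity, nucleus versus surrounding cytoplasmic ring, well-averaged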
# Yfh1-off respiration: enhancers of respiration in Yfh1-depleted yeast, dose response, Friedreich's ataxia, plus single-dose screen (AID 1465). S. cerevisiae Yfh1-off respiration, WST-1 reduction, 72 h; higher fold induction means a stronger effect. fold induction at 50 µM; hits with a dose series show EC50 in µM. hit rate 0.074% among 220,000;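 active means fold induction of absorbance versus untreated yeast above a set limit, then at least 30% activation at any dose in follow-up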;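 further: activators that raise dye reduction in frataxin-depleted yeast; strong numbers were not always called active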
# WT yeast gro inh: growth inhibition of WT strain, primary screen, mitochondrial fusion inhibitor project, WT and mutant strains, chemical genetic. mitochondrial fusion phenotypic screen. inhibition, % at 10 µM. hit rate 2.1% among 190,000. AID 1362, 2008; in the data active means inhibition above about 58%; tested in S. cerevisiae
# Autophagy mod: autophagy modulators in MEF cells, primary screen, imaging, high-content, MEF GFP-LC3 | hit rate 0.98% among 190,000 | MEF GFP-LC3 puncta imaging; test concentration mostly 10 µM | calls only at 10 µM (by protocol) | AID 463193, 2010;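 active means percentage of spot-positive cells more than 3 SD above its plate mean, without a fluorescence outlier flag or 80% toxicity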;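 further: spot-positive cell cutoff set from DMSO-treated cells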
# AID2073: inhibitors of Mint1-CaV2.2 protein interaction, biochemical, HTRF (AID 2073); HTRF protein-protein interaction, Mint1-CaV2.2; higher % means a stronger effect; inhibition, % at 20 µM, or IC50 in µM where a hit was titrated; Voltage-dependent N-type calcium channel subunit alpha-1B (Homo sapiens); hit rate 0.19% among 290,000; in the data active means inhibition mostly above about 51%, no sharp cut-off; further: some results filed as inactive read as strong as hits
# MT stabilize HCS: microtubule stabilizers in HeLa cells, primary screen, imaging, high-content imaging; HeLa tubulin immunostaining HCS, 24 h; share of cells brighter than vehicle mean+2SD; % tubulin-high responders, % at 10 µM; hit rate 0.83% among 200,000;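 active means plate Z-score above 3 for both tubulin-high and condensed-nucleus cell shares, with cell loss under 80%, at 10 µM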;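 further: anti alpha tubulin signal scored within the nucleus-defined area of each cell; some results filed as inactive read as strong as hits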
# WT yeast gro inh mutant strain: second read-out of WT yeast gro inh, no call of its own (marks repeat the call); inhibition, %; mitochondrial fusion phenotypic screen, mutant strain inhibition
# Dynein transport cytoplasmic EGFP: further read-out of Dynein transport, marked with its call; z-score; measured here: cytoplasmic GR-EGFP intensity; hits give high values
# Dynein transport nuclear GR-EGFP: also measured in Dynein transport; calls as there; z-score; measured here: nuclear GR-EGFP intensity;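 lower value marks the stronger effect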
# Dynein transport cell count: recorded beside Dynein transport, whose call it bears; z-score; measured here: cell count per field
# Ins promoter up cell count: further read-out of Ins promoter up, marked with its call; cell count; measured here: cytotoxicity, nuclei count;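 total cells summed across four imaged fields per well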
# bCat nuc transl cell count 5 µM: further read-out of bCat nuc transl, marked with its call; cell count; measured here: cell count, cytotoxicity flag
# MT stabilize HCS Hoechst-high %: second read-out of MT stabilize HCS, no call of its own (marks repeat the call); % Hoechst-high responders; measured here: nuclear condensation Hoechst responders;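 share of cells brighter than vehicle mean plus two SD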
# MT stabilize HCS cytotoxicity %: second read-out of MT stabilize HCS, no call of its own (marks repeat the call); toxicity, %; measured here: cytotoxicity by cell density;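 0% = mean cell density of plate MIN control wells and 100% = no cells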
# Autophagy mod cell loss 18 h: further read-out of Autophagy mod, marked with its call; toxicity, %; measured here: cell loss, nuclei count;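 cell loss after 18 h compound exposure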
# An asterisk follows results filed as active; i = inactive; / = not tested or not shown. Hits appear at their usual frequency (roughly 4.2% active in at least one column).
No.	SMILES	Ins promoter up	Ins promoter up cell count	bCat nuc transl	bCat nuc transl cell count 5 µM	HIV peptide binding	Dynein transport	Dynein transport cytoplasmic EGFP	Dynein transport nuclear GR-EGFP	Dynein transport cell count	Yfh1-off respiration	WT yeast gro inh	WT yeast gro inh mutant strain	Autophagy mod	Autophagy mod cell loss 18 h	AID2073	MT stabilize HCS	MT stabilize HCS Hoechst-high %	MT stabilize HCS cytotoxicity %
1	Cc1cc([N+](=O)[O-])nn1CC(=O)N1N=C(C(F)F)CC1(O)C(F)F (stereo not drawn)	0.09	1317	-2.4	521	0.4%	-0.37	-0.12	-0.36	0.74	i	-8	2	i	-4	5%	1.6	3.5	3.1
2	COc1ccc(CNC(=O)COC(=O)/C=C/c2cccc(Br)c2)cc1	0.66	1371	-1.8	1166	-0.4%	-0.39	-0.36	0.086	0.8	i	-4	7	i	2	4%	4.9	2.7	5.6
3	C=C(C)CN(CC)c1nc(N)c2c(N)nc3c(c2c1C#N)CC(=O)N3C12CC3CC(CC(C3)C1)C2	-2.6	736	/	/	3.4%	-0.72	-0.24	-0.028	1.3	i	21	11	i	-2	10%	3.4	1.5	8.7
4	COCC(=O)OCC(=O)Nc1ccccc1-c1ccccc1	0.18	1273	-2.0	1091	0.4%	0.19	-0.29	0.12	0.24	i	-9	11	i	-7	2%	3.0	3.4	7.2
5	CCOc1ccccc1-n1c(CNc2ccc(F)cc2)nnc1SCC(=O)NCc1ccco1	/	/	3.0	1021	7.8%	1.3	0.38	0.71	-0.78	i	-10	-3	i	-6	1%	3.6	1.9	6.6
6	COCC(C)NC(=O)C1CC(c2cccc(Br)c2)=NO1 (stereo not drawn)	0.6	1454	-7.9	1010	2.1%	-0.69	-0.21	-0.31	0.75	i	3	6	i	4	15%	1.4	1.8	9.2
7	CC1CCc2c(C(=O)Nc3ccccn3)csc2C1 (stereo not drawn)	-0.84	1047	-0.4	1375	-0.4%	-0.5	-0.82	-0.094	0.47	i	/	/	/	/	-1%	/	/	/
8	Cn1c(-c2ccccc2)cnc1SCc1nc2ccccc2c(=O)[nH]1	1.1	1542	1.6	1038	-1.4%	0.47	-0.25	0.42	-0.79	i	-1	-18	i	-1	-2%	1.5	1.8	1.6
9	Cc1cc(S(=O)(=O)Nc2ccc3c(c2)COC3=O)ccc1F	/	/	1.5	933	0.2%	-0.37	-0.27	0.061	-0.0049	i	17	15	i	27	16%	6.1	1.0	4.9
10	Cc1ccc(OCCOCCNC(C)C)c(Br)c1	0.08	1314	-0.4	1399	-2.0%	-1.1	-0.13	-0.53	0.58	i	9	7	i	3	5%	1.1	1.3	8.0
11	COc1ccc(C(=O)Nc2ccccc2C(=O)O)cc1NC(=O)C(c1ccccc1)c1ccccc1	-0.1	1038	0.8	1272	14µM*	-0.41	-0.28	0.22	0.54	i	/	/	/	/	8%	/	/	/
12	O=C(OCC(=O)N1CCOCC1)c1cccc(S(=O)(=O)N2CCCc3ccccc32)c1	0.94	1055	-1.6	1398	-1.2%	-1.2	-0.3	-0.57	1.9	i	/	/	/	/	14%	/	/	/
13	O=C(NCCCN1CCOCC1)c1cc2ccccc2oc1=O	1.2	1548	-3.7	958	3.7%	0.27	-0.07	0.71	-1.2	i	-9	-9	i	8	0%	6.5	2.1	8.9
14	CCC(C)COC(=O)C(C#N)c1nc2ccccc2nc1N1CCCCC1 (stereo not drawn)	-0.97	1222	-1.2	1150	1.4%	-1.1	-0.28	-0.83	-0.28	i	49	24	i	16	6%	4.1	2.1	5.7
15	Cc1cccc(NC(=O)NCC(F)(F)F)n1	0.26	918	/	/	3.0%	-0.51	0.12	0.022	0.24	i	-11	-1	i	0	1%	0.9	0.6	9.2
16	O=C(CCCSc1nc2ccccc2s1)Nc1nccs1	0.04	915	-0.1	1141	-0.1%	0.67	0.085	0.51	0.83	i	-10	-6	i	2	2%	4.5	2.6	2.2
17	CN1CCN(CC(=O)C23CC4CC(CC(C4)C2)C3)CC1	-0.93	1286	-3.2	1044	-2.8%	-0.63	-0.39	-0.28	0.099	i	-10	2	i	-4	-3%	3.2	2.2	2.3
18	O=C(COC(=O)CNS(=O)(=O)c1c(Cl)cccc1Cl)Nc1cccnc1Cl	0.59	1312	-2.7	524	3.7%	-0.52	-0.27	-0.65	0.67	i	-2	-10	i	-3	-1%	2.2	2.3	4.5
19	O=C1N=C(C=c2ccc(=Cc3[nH]c(=O)[nH]c3O)cc2)C(=O)N1	0.27	1270	1.0	1264	4.6%	0.28	-0.3	-0.28	0.16	i	/	/	/	/	35%	/	/	/
20	CCOC(=O)c1c(N=CN(C)C)c(C#N)c2n1CCCC2	/	/	2.4	1122	-2.4%	0.85	-0.25	0.41	0.63	i	0	-4	i	-2	6%	2.9	1.9	6.3
21	CCCC[C@@H]1C[C@H]1[C@@H](NC(=O)c1ccccc1)c1ccccc1C(F)(F)F	-0.97	928	1.3	475	1.9%	1	-0.33	0.76	0.85	i	33	-3	i	13	-7%	7.5	1.2	4.3
22	Cc1sc(N/N=C/c2cc([N+](=O)[O-])ccc2O)nc1-c1ccccc1	-1.6	1403	0.4	1512	-0.4%	1.1	-0.36	0.44	-0.42	i	-3	1	i	-5	21%	1.5	1.7	5.6
23	Cc1ccc(C2C(C#N)=C(N)Oc3nc(-c4ccccc4)[nH]c32)o1 (stereo not drawn)	-0.44	1468	-3.7	1009	-2.4%	-0.32	-0.22	-0.0008	0.031	i	-9	-11	i	-8	-7%	2.3	2.1	9.6
24	COc1cccc(NC(=O)CN2CCSc3ccccc32)c1	-0.49	1177	-0.6	1149	1.4%	-1.4	-0.24	-0.7	2.9	i	3	-12	i	-6	13%	3.0	2.5	9.9
25	CCNc1cc(S(=O)(=O)C(F)(F)F)ccc1N	-0.01	1411	-1.5	960	1.2%	-0.3	-0.3	-0.53	0.61	i	-14	-2	i	5	-5%	2.2	2.2	2.8
26	Cc1cc(C)n(NC(=S)NC2CCCC2)c(=O)c1C#N	-0.71	1379	0.8	1300	-1.0%	-0.31	-0.28	-0.27	0.7	i	/	/	/	/	4%	/	/	/
27	C/C=C(/C)C(=O)Nc1cccc(C2=NOC3(C2)C[C@@H](C(N)=O)N(C(=O)/C=C/CC)C3)c1 (stereo partly drawn)	-0.21	897	-1.2	1134	0.6%	0.082	-0.74	0.099	-0.0076	i	/	/	/	/	4%	/	/	/
28	CCOC(=O)/C(N=Nc1c(C)n(C)n(-c2ccccc2)c1=O)=C(\C)O	-0.11	1112	0.3	532	3.2%	-0.5	-0.25	-0.26	0.24	i	-14	2	i	-17	-18%	4.0	2.5	9.6
29	O=C(O)c1ccc(COc2ccccc2/C=C2\NC(=O)N(Cc3ccc(F)cc3)C2=O)cc1	-0.33	1600	1.6	963	37%	-0.17	-0.29	-0.35	-0.098	i	-9	8	i	7	6%	4.4	0.8	9.2
30	C/C(Cl)=C\C[N+](C)(C)CC(=O)OCCc1ccccc1	-0.56	1364	-0.6	1367	-1.3%	-0.71	-0.3	-0.75	1.6	i	/	/	/	/	6%	/	/	/
31	C=CCn1c(SCC(C)=O)nnc1-c1cc(-c2ccccc2)sc1N	/	/	-1.9	524	0.9%	-0.56	-0.25	-0.48	0.16	i	3	-8	i	-2	-24%	3.8	2.9	7.9
32	Cc1csc2c(N3CCC(C(=O)O)CC3)ncnc12	-0.07	1033	1.2	1265	-0.5%	-0.3	-0.17	-0.09	-0.12	i	/	/	/	/	6%	/	/	/
33	CS(=O)(=O)Nc1ccc(S(=O)(=O)N2CCOCC2)cc1	/	/	/	/	-1.9%	-0.46	-0.23	-0.24	0.92	i	10	-2	i	-7	3%	1.5	2.3	8.0
34	COc1ccccc1CNC(=O)CSc1nnc2c(Cl)cc(C(F)(F)F)cn12	0.01	1526	-2.3	1134	-1.2%	0.95	-0.042	0.73	-0.68	i	11	7	i	9	16%	1.9	1.4	8.1
35	CCOC(=O)c1ccc(Cn2cnc3ccccc3c2=O)cc1	0.24	1248	/	/	-1.6%	0.31	-0.23	0.45	-0.08	i	-17	2	i	-3	1%	2.5	1.9	9.3
36	CCc1c(C)c2ccc(OCC(N)=O)cc2oc1=O	/	/	/	/	-1.7%	0.8	-0.19	0.86	-1.1	i	-17	-9	i	-9	25%	2.3	1.8	3.2
37	Cc1nn(CC(C)C)c(=S)[nH]c1=O	0.41	1326	/	/	-1.4%	0.13	-0.23	0.26	0.29	i	-7	-4	i	-15	-3%	4.4	1.4	8.8
38	COc1cc(CN2CCN(S(=O)(=O)c3ccc(F)cc3)CC2)cc(OC)c1OC	-0.05	1156	-2.0	1197	0.7%	1.7	-0.23	0.91	-0.46	i	-5	-30	i	-5	2%	3.0	2.0	5.1
39	CC(C)C(=O)Nc1cccc(C(=O)NCc2ccc3c(c2)OCO3)c1	-0.04	1067	0.0	1213	2.7%	-0.78	-0.26	-0.14	0.45	i	-6	-5	i	5	39%	2.0	0.3	11
40	Cc1ccc(NS(=O)(=O)N(C)C)cc1	0.2	1158	-3.3	1232	11%	-0.52	-0.24	-0.39	0.23	i	-7	5	i	1	5%	3.7	2.1	8.6
